Growth percent in the NCI-60 one-dose screen (48 h, 10 µM unless noted): 100 = growth as untreated, 0 = no growth, -100 = all killed.
T-47D = T-47D breast cancer | actives 5% (n = 79,000) | AID 1794792
HS 578T = HS 578T breast cancer | actives 4.1% (n = 78,000) | AID 1794788
SK-MEL-28 = SK-MEL-28 melanoma; actives 4.1% (n = 81,000); AID 1794761
MDA-MB-435 = MDA-MB-435 melanoma; actives 7.8% (n = 82,000); AID 1794794
SK-MEL-2 = SK-MEL-2 melanoma | actives 4.7% (n = 77,000) | AID 1794763
SK-MEL-5 = SK-MEL-5 melanoma | actives 6.4% (n = 80,000) | AID 1794755
BT-549 = BT-549 breast cancer; actives 4.4% (n = 78,000)
LOX IMVI = LOX IMVI melanoma; actives 7.4% (n = 79,000); AID 1794757
* marks the source's active call; other numbers are inactive results; . = not tested or not shown; & = joins results of further samples; [ ] = remark or other dose. How the source made its calls: active means growth percent below 10; inactive means the rest.

1. CCOC(=O)c1ccc2c3c(ccc(C(=O)OCC)c13)C=C2
2. Nc1ccc(C2c3ccccc3Oc3ccccc32)cc1
3. COc1cc(NCC(=O)Nc2cc(Nc3ccccc3)ncn2)c(Cl)c(OC)c1Cl
4. N#Cc1c(-c2ccc(Cl)cc2)nc(SCC(=O)Nc2nc(-c3ccc(Cl)cc3)cs2)[nH]c1=O
5. COC(OC)c1cccc(N)c1
6. Cc1cccc(Nc2cc(Cl)nc(N)n2)c1
7. Cc1nc(-c2ccccc2)ccc1-c1nnc(SCC(=O)c2ccc(Cl)cc2)o1
8. C=COC(=O)CCCCCCC/C=C\CCCCCCCC
9. Oc1ccc2ccc(O)cc2c1
10. CN1CCN(c2ccc(NC(=O)c3cncnc3Nc3ccc4c(ccn4Cc4cccc(F)c4)c3)cc2)CC1

assay / compound	1	2	3	4	5	6	7	8	9	10
BT-549	105	109	88	91	101	103	102	116	92	86
HS 578T	109	.	106	82	104	100	102	108	103	68
SK-MEL-2	104	110	100	85	106	102	108	121	95	98
T-47D	90	84	81	80	96	88	101	105	98	49
MDA-MB-435	106	104	98	104	112	102	100	109	104	-80*
LOX IMVI	96	91	89	98	99	100	108	100	98	-81*
SK-MEL-5	102	.	107	96	112	105	95	103	89	60
SK-MEL-28	96	114	92	107	105	110	99	120	111	-85*

11. Cc1ccc(C)c2c(C)c(C(=O)Nc3cccc(-n4cccn4)c3)oc12
12. CCCSc1nc(Nc2ccc(C(C)=O)cc2)c(C#N)c(-c2ccc(OC)cc2)n1
13. CCC(=O)Oc1ccc(C(C)CCC(C)c2ccc(OC(=O)CC)cc2)cc1 (centres undefined)
14. CCOc1cc2c(cc1OCC)[C@@H]1C[C@@H](O)[C@H](O)[C@H](O)[C@H]1NC2=O
15. CCOC(=O)C(C(=O)OCC)C(=O)C(C)(C)C
16. Nc1ccc(Nc2ccccc2)c(S(=O)(=O)O)c1
17. Cc1cccc(-n2c(SCC(=O)Nc3ccc(S(=O)(=O)Nc4cc(C)on4)cc3)nc3ccccc3c2=O)c1
18. CCC(=O)CC1(C(=O)OC)NC(=S)NC(=O)C1C#N (centres undefined)
19. N#Cc1c(Nc2ccc(F)c(Cl)c2)n[nH]c1-c1cccs1
20. COc1ccc(C(OC(=O)c2ccc([N+](=O)[O-])cc2)c2ccccc2)cc1 (centres undefined)

assay / compound	11	12	13	14	15	16	17	18	19	20
BT-549	62[50 µM]	105	101	101	99	99	103	104	90	101
HS 578T	81[50 µM]	107	81	100	105	107&124	105	99	86	107
SK-MEL-2	66[50 µM]	109	.	100	112	94	106	103	108	118
T-47D	7.9*[50 µM]	105	86	90	87	83&108	96	107	88	101
MDA-MB-435	70[50 µM]	104	105	109	102	107&105	100	107	99	95
LOX IMVI	62[50 µM]	109	97	93	105	92&109	98	.	92	100
SK-MEL-5	44[50 µM]	99	91	100	108	105&112	95	104	93	96
SK-MEL-28	87[50 µM]	104	109	110	103	112&116	98	107	97	109

21. Cc1cc(-c2ccc(N=Nc3c(N)c(C)cc(S(=O)(=O)O)c3N)c(C)c2)ccc1N=Nc1ccc(O)c(C(=O)O)c1
22. CCN(CC)C(=O)CC1=C(C)/C(=C/c2[nH]c(-c3ccc[nH]3)cc2OC)N=C1C
23. CC1(CCl)C(=O)C=Cc2ccccc21 (centres undefined)
24. O=C1C(=O)c2cccnc2-c2ncccc21
25. O=C(O)c1ccccc1Cl
26. COc1ccc(-c2nc3c(ccc4ccccc43)o2)cc1OC
27. CCOc1ccc(NC(=O)Cn2cnc3c(cc(-c4ccccc4)n3-c3ccccc3)c2=O)cc1
28. N#Cc1cccc(-c2ccc3c(c2)NC(=O)/C3=C\c2ccc[nH]2)c1
29. O=c1[nH][nH]c(-c2ccc(Cl)cc2)c1-c1nc2ccccc2s1
30. COc1ccc(/C=C/c2ccc3ccccc3[n+]2C)cc1

assay / compound	21	22	23	24	25	26	27	28	29	30
BT-549	89	21	103	-12*	101&109	101	97	17	94	65
HS 578T	109	11	111	-47*	88&111	99	101	92	92	99
SK-MEL-2	110	-36*	105	-11*	106&112	94	108	81	90	.
T-47D	78	33	103	-69*	93&96	94	95	-29*	84	78
MDA-MB-435	107	17	115	-70*	119&107	102	96	44	99	97
LOX IMVI	94	-59*	103	-84*	103&96	95	.	66	86	87
SK-MEL-5	103	-59*	105	-100*	105&105	94	109	37	91	84
SK-MEL-28	103	26	110	-9.1*	113&109	89	107	83	98	94

Reformatted: 16 of the compounds above.
#	molecule	BT-549	HS 578T	SK-MEL-2	T-47D	MDA-MB-435	LOX IMVI	SK-MEL-5	SK-MEL-28
12	CCCSc1nc(Nc2ccc(C(C)=O)cc2)c(C#N)c(-c2ccc(OC)cc2)n1	105	107	109	105	104	109	99	104
13	CCC(=O)Oc1ccc(C(C)CCC(C)c2ccc(OC(=O)CC)cc2)cc1 (centres undefined)	101	81	.	86	105	97	91	109
14	CCOc1cc2c(cc1OCC)[C@@H]1C[C@@H](O)[C@H](O)[C@H](O)[C@H]1NC2=O	101	100	100	90	109	93	100	110
15	CCOC(=O)C(C(=O)OCC)C(=O)C(C)(C)C	99	105	112	87	102	105	108	103
16	Nc1ccc(Nc2ccccc2)c(S(=O)(=O)O)c1	99	107&124	94	83&108	107&105	92&109	105&112	112&116
17	Cc1cccc(-n2c(SCC(=O)Nc3ccc(S(=O)(=O)Nc4cc(C)on4)cc3)nc3ccccc3c2=O)c1	103	105	106	96	100	98	95	98
18	CCC(=O)CC1(C(=O)OC)NC(=S)NC(=O)C1C#N (centres undefined)	104	99	103	107	107	.	104	107
19	N#Cc1c(Nc2ccc(F)c(Cl)c2)n[nH]c1-c1cccs1	90	86	108	88	99	92	93	97
20	COc1ccc(C(OC(=O)c2ccc([N+](=O)[O-])cc2)c2ccccc2)cc1 (centres undefined)	101	107	118	101	95	100	96	109
21	Cc1cc(-c2ccc(N=Nc3c(N)c(C)cc(S(=O)(=O)O)c3N)c(C)c2)ccc1N=Nc1ccc(O)c(C(=O)O)c1	89	109	110	78	107	94	103	103
22	CCN(CC)C(=O)CC1=C(C)/C(=C/c2[nH]c(-c3ccc[nH]3)cc2OC)N=C1C	21	11	-36*	33	17	-59*	-59*	26
23	CC1(CCl)C(=O)C=Cc2ccccc21 (centres undefined)	103	111	105	103	115	103	105	110
24	O=C1C(=O)c2cccnc2-c2ncccc21	-12*	-47*	-11*	-69*	-70*	-84*	-100*	-9.1*
25	O=C(O)c1ccccc1Cl	101&109	88&111	106&112	93&96	119&107	103&96	105&105	113&109
26	COc1ccc(-c2nc3c(ccc4ccccc43)o2)cc1OC	101	99	94	94	102	95	94	89
27	CCOc1ccc(NC(=O)Cn2cnc3c(cc(-c4ccccc4)n3-c3ccccc3)c2=O)cc1	97	101	108	95	96	.	109	107

More records.
31. Cc1nc2ccccc2c(=O)[nH]1
32. CC(=O)N1N=C(c2cccc(OCCCCOc3cccc(C4=NN(C(C)=O)C(c5ccc(C)cc5)C4)c3)c2)CC1c1ccc(C)cc1 (centres undefined)
33. CC/C(Cc1ccccc1)=C(\c1ccc(OCCN2CCCC2)cc1)c1ccc(OC(C)=O)cc1
34. COc1ccc2[nH]c(O)c(N=NC(=O)c3cc4ccccc4[nH]3)c2c1
35. CCN1C2CCC1/C(=C\c1ccc(OC)cc1)C(=O)/C2=C/c1ccc(OC)cc1
36. C=CCNC(=S)N/C=C(\c1ccccc1)S(=O)Cc1ccccc1 (centres undefined)
37. CN(C)c1ccc(C(=O)Nn2c(N)cc3ccccc3c2=O)cc1
38. Fc1cccc(-c2cnn3cc(-c4ccccc4)cnc23)c1F
39. COc1cc(/C=C/C(=O)c2ccc(Cl)cc2)ccc1Oc1nc2c(c(=O)n(C)c(=O)n2C)n1C
40. Clc1ccc(-c2csc(NCC3CCCO3)n2)cc1 (centres undefined)

assay / compound	31	32	33	34	35	36	37	38	39	40
BT-549	115	.	94	101	63	106	93	101	110	104
HS 578T	105	84	86	113	88	108	.	69	96	91
SK-MEL-2	99	67	104	115	89	88	97	91	129	102
T-47D	104	32	51	101	43	91	85	49	94	86
MDA-MB-435	110	69	70	99	58	106	98	85	88	98
LOX IMVI	99	76	48	101	57	95	.	79	67	93
SK-MEL-5	96	17	70	102	38	110	80	91	89	97
SK-MEL-28	110	97	21	104	79	108	104	101	105	111

41. O=C(NNc1nc2cc(F)cc(F)c2n2cccc12)c1cccnn1
42. O=C1/C(=C/c2ccc(F)cc2)CN(C(=O)CCN2CCC(=NO)CC2)C/C1=C\c1ccc(F)cc1
43. O=C(/C=C/c1cccc(C(F)(F)F)c1)Nc1ncc(Cc2ccccc2)s1
44. CC(C)C(C#N)(C(=O)O)C(C)C
45. CC(=O)OCCc1ccc(CCc2ccccc2)cc1
46. O=C(NCCCn1ccnc1)c1nc(-c2ccc(C(F)(F)F)cc2)no1
47. c1ccc(COCC[P+](c2ccccc2)(c2ccccc2)c2ccccc2)cc1
48. O=C(NCCCNS(=O)(=O)c1ccc(Cl)cc1)Nc1ccc(-n2cc(-c3ccncc3)c(-c3ccc(Cl)c(O)c3)n2)cc1
49. CCCC/C=C(\C)C(C#N)(CC)C(=O)OC (centres undefined)
50. COC(=O)c1sc2nc(N)c(C#N)c(C(=O)c3ccccc3)c2c1N

assay / compound	41	42	43	44	45	46	47	48	49	50
BT-549	31	-27*	101	84	102	.	5.2*	27	112	112
HS 578T	32	11	77	108	100	102	33	41	.	89
SK-MEL-2	21	-14*	101	100	105	90	-15*	43	127	98
T-47D	9.2*	-19*	82	105	82	.	12	22	106	100
MDA-MB-435	24	-50*	77	104	100	98	-0.1*	28	99	109
LOX IMVI	7.0*	-90*	84	93	91	95	-32*	24	94	100
SK-MEL-5	-31*	-90*	98	93	102	87	-72*	2.1*	103	94
SK-MEL-28	24	-59*	94	111	113	110	15	41	105	119

51. C=CCNC(=S)Nc1cc(C(C)C)c(O)cc1C
52. CCC(CNc1cc(OC)cc2cccnc12)NC1CCCCC1 (centres undefined)
53. CC(=O)C1SCC[S+]1C (centres undefined)
54. CCOC(=O)CC1CSC(N/N=C/c2ccc(OC)cc2)=N1 (centres undefined)
55. Cc1cc2cc(C3C(C#N)=C(N)Oc4n[nH]c(C)c43)c(Cl)nc2cc1C (centres undefined)
56. O=C(CCn1cc[n+](CC(=O)c2ccc(-c3ccccc3)cc2)c1)Nc1cccc2cccnc12
57. COCn1c(C(=O)OC)cc2oc(/C=C3/NC(=S)NC3=O)cc21
58. CCN1C(=O)N(c2ccccc2)C2NN=c3s/c(=C4\C(=O)N(C(C)C)c5ccccc54)c(=O)n3C21 (centres undefined)
59. CCCCNc1nc(SC)nc(-c2cccc(N)c2)c1C#N
60. CCOC(=O)N1CCc2c(sc3ncnc(OCc4cn([C@@H]5OC(COC(C)=O)[C@H](OC(C)=O)[C@H](OC(C)=O)C5OC(C)=O)nn4)c23)C1 (some centres undefined)

assay / compound	51	52	53	54	55	56	57	58	59	60
BT-549	95	86	114	98	98	57	109	13	97	109
HS 578T	107	97	94	110	108	71	94	25	94	105
SK-MEL-2	100	111	103	97	91	90	.	49	108	106
T-47D	.	93	101	91	86	42	94	54	90	93
MDA-MB-435	97	105	112	108	104	87	128	-21*	101	109
LOX IMVI	92	91	98	94	103	82	82	31	101	103
SK-MEL-5	99	92	100	100	100	81	106	.	99	103
SK-MEL-28	116	102	115	100	100	67	107	63	109	114

61. CC(=O)OCc1ccc(C)cc1C
62. O=c1ccc(-c2ccc(Oc3ccc(-c4ccc(=O)[nH]n4)cc3)cc2)n[nH]1
63. N#CSCC(=O)c1ccc(Cl)cc1
64. O=C1CSC(c2cn(-c3ccccc3)nc2-c2ccc(F)cc2)N1c1ccccc1 (centres undefined)
65. COc1ccc(C(=O)NC(=O)Nc2cc3c(cc2F)/C(=C/c2[nH]c(C)c(CCC(=O)O)c2C)C(=O)N3)c(F)c1
66. C/C(=C\c1ccccc1Cl)c1ccccn1
67. O=C(Nc1ccccc1)C1CN(Cc2ccc(C(F)(F)F)cc2)CCS1 (centres undefined)
68. Cc1ccc(C2=Nn3c(nnc3-c3cc(Cl)cc(Cl)c3Cl)SC2)cc1C(N)=O
69. CC(C)C[C@H](NC(=O)[C@H](Cc1ccccc1)n1ccc(Nc2ccccc2)cc1=O)B(O)O
70. Nc1nc(-c2ccccc2)c(CCCNc2ccccc2)c(=O)[nH]1
71. COc1ccc(OC)c(/C=C2/C(=O)ON=C2C(C)C)c1
72. COc1cc(/C=C/C(=O)c2ccc(Cl)cc2)cc(CN2CCCC2)c1O
73. NC(=O)c1[nH]cnc1N

assay / compound	61	62	63	64	65	66	67	68	69	70	71	72	73
BT-549	102	104	44	109	25	99	102	113	103	109	111	84	103
HS 578T	151	87	70	105	16	100	94	77	104	106&94	96	90	98&141
SK-MEL-2	96	88	81	116	22	97	94	87	101	94&94	106	101	97
T-47D	97	92	71	98	48	56	95	88	101	94&101	97	87	96&128
MDA-MB-435	109	100	16	106	37	102	107	78	100	101&116	102	91	127&104
LOX IMVI	97	109	12	100	39	90	98	88	96	97	100	95	99&92
SK-MEL-5	103	96	35	101	60	93	107	81	100	101&97	98	94	115&104
SK-MEL-28	111	112	73	112	44	103	107	114	97	110&109	103	102	117&139
